Casp7 inh = qHTS Assay for Allosteric/Competitive Inhibitors of Caspase-7; hit rate 0.02% among 75,000; Potency, µM (doses to about 57.5 µM), without a hit: at the top dose activity change, negative = inhibition, actives largely listed as inhibitors; P55210; AID 889, 2007; recombinant caspase-7, Ac-DEVD-AFC fluorescence rate; active = well fitted inhibition curve with a large enough effect in the main read-out, with a control signal flat, not every such curve was filed as active; inconclusive = small, poorly fitted or top-dose-only effect, or a change in a side signal; also: potency is read from the fitted curve at half-maximal effect; % of control where 0% means no effect
Luciferase inh = qHTS Assay for Inhibitors of Firefly Luciferase; Luciferin 4-monooxygenase (Photinus pyralis), P08659; purified firefly luciferase, luminescence, 8 min; Potency, µM (highest dose often 57.1 µM), for inactives: top-dose activity change, negative = inhibition, most hits filed as inhibitors; hit rate 2.2% among 72,000; AID 411, 2009; also: potency is read from the fitted curve at half-maximal effect; % is scaled to controls: 0 for no effect and ±100 for the full control effect; nearly all actives have a fitted effect of over 40% in size
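Luminescence read-out after 8 min at room temperature; enzyme reaction used luciferin plus 10 uM ATP (linear range) in imidazole buffer pH 7.2 with KCl, MgCl2, Tween 20 and BSA. Each sample was run as a titration.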
CRE Fsk mod = Cell signaling CRE-BLA (Fsk stim); CHO CRE-bla reporter (cAMP response element driving beta-lactamase), forskolin EC10, beta-lactamase ratio; Potency, µM (series often up to 38.2 µM), for inactives: at the top dose activity change, negative = inhibition, hits mostly activators; hit rate 2.5% among 71,000; AID 662, 2007; active = well fitted activation curve with a large enough effect in the signal ratio, with a control signal flat, not every such curve was filed as active; inconclusive = small, poorly fitted or top-dose-only effect, or effect the other way, or a change in a side signal; the % refers to the signal ratio; also: potency is read from the fitted curve at half-maximal effect; % of control where 0% means no effect
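CRE-bla CHO reporter cells treated with compound titration plus EC10 NKH 477 (water-soluble forskolin), incubated 3 h at 37 °C; CCF4 loading 2 h at room temperature, 460/530 nm emission ratio read, AC50 values derived for positive or negative modulators.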
ERK AVP block = qHTS Assay for Inhibitors of the ERK Signaling Pathway using a Homogeneous Screening Assay; HEK293-V1b, vasopressin-stimulated pERK AlphaScreen; Potency, µM (top dose mostly 57.5 µM), without a hit: at the top dose activity, negative = inhibition, actives largely listed as inhibitors; hit rate 0.99% among 72,000; also: potency is read from the fitted curve at half-maximal effect; % is scaled to controls: 0 for no effect and ±100 for the full control effect; nearly all actives have a fitted effect of over 55% in size
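Phosphorylated ERK1/2 detected via AlphaScreen bead proximity in lysates of V1b-expressing HEK293 cells given 25 nM vasopressin for 5 min after 30 min compound exposure (37 °C). AC50 from Hill equation; basal DMSO 0%, vasopressin 100%.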
BRCT PPI red = qHTS Assay for Inhibitors of BRCT-Phosphoprotein Interaction (Red Fluorophore); BRCT-phosphopeptide binding, red fluorescence polarization; Potency, µM (highest dose often 76.9 µM), for inactives: at the top dose activity change, negative = inhibition, actives largely listed as inhibitors; Breast cancer type 1 susceptibility protein (Homo sapiens), P38398; hit rate 0.03% among 75,000; also: % is scaled to controls: 0 for no effect and ±100 for the full control effect
Target sequence (P38398 whole entry, looked up): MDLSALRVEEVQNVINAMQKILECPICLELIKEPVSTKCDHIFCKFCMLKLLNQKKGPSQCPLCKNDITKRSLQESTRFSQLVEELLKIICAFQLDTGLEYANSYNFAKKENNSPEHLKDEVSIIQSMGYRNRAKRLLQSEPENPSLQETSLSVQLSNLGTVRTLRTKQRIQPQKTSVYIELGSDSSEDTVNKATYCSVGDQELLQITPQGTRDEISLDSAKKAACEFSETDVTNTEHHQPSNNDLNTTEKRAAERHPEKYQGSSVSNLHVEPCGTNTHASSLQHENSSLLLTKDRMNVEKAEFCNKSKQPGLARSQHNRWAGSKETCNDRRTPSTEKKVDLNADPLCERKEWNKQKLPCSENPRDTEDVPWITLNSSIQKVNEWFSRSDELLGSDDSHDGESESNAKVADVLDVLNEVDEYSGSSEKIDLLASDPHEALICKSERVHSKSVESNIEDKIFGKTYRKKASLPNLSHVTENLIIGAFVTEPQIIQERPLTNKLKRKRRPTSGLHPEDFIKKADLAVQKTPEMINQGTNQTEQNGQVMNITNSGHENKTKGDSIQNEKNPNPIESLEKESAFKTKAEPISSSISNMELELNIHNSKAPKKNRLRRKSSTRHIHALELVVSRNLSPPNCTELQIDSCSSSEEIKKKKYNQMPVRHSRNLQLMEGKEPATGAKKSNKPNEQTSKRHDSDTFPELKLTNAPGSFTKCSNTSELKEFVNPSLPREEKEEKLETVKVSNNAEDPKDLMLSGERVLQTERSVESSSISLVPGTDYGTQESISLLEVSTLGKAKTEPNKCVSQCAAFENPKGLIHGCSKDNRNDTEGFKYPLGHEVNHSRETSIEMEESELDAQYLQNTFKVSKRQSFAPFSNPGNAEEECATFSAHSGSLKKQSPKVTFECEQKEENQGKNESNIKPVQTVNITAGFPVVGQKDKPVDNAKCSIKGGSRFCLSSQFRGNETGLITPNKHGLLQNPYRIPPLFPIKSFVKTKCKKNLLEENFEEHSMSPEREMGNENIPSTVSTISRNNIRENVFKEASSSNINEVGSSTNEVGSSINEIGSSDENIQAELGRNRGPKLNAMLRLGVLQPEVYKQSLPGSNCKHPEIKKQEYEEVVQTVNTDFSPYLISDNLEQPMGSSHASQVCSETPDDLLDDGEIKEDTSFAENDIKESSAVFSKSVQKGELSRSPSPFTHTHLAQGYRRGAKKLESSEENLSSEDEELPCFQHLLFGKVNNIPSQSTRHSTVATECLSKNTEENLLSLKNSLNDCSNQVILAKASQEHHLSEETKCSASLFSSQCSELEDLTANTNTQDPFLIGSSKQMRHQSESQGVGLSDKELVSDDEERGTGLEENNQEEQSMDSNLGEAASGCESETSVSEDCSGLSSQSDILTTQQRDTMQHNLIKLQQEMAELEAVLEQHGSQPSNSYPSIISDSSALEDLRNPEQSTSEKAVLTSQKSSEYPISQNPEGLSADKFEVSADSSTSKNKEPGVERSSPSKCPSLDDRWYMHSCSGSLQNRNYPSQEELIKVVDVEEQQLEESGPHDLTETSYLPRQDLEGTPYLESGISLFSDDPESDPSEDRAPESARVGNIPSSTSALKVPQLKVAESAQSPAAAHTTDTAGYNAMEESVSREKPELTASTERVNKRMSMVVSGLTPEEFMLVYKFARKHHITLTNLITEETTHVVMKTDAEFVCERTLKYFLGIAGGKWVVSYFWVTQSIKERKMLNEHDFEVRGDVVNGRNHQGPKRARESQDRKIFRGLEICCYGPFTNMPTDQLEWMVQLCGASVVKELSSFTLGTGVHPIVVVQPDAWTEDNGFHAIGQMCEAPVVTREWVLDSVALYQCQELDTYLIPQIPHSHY
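Fluorescence polarization: 100 nM His-tagged BRCA1 BRCT with 100 nM TAMRA-labelled phospho-BACH1 decapeptide, phosphate buffer pH 7.3 with 150 mM NaCl, DTT, 0.01% Tween 20; 12 min RT. Binding inhibition seen as FP decrease.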
A350 fluor = qHTS Assay for Spectroscopic Profiling in A350 Spectral Region; hit rate 11% among 59,000; max dye-equivalent concentration, M; AID 590, 2007; Compound autofluorescence, 340/450 nm, Alexa 350 dye-equivalents; active compounds read high; in the data active = max dye-equivalent concentration above about 10 nM; inconclusive = mostly about 1.1 nM to 9.6 nM
BRCT inh green = qHTS Assay for Inhibitors of BRCT-Phosphoprotein Interaction (Green Fluorophore). Breast cancer type 1 susceptibility protein (Homo sapiens), P38398. BRCA1 BRCT-phosphopeptide binding, green fluorescence polarization. Potency, µM (top dose mostly 76.9 µM), inactives show at the top dose activity change, negative = inhibition, actives largely listed as inhibitors. hit rate 0.05% among 75,000;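 also: potency is read from the fitted curve at half-maximal effect; plate controls were peptide without protein for full effect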
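Compounds were incubated for 12 min at room temperature with a complex of 100 nM fluorescein-tagged pBACH1 decapeptide and 250 nM His-tagged BRCT protein. Buffer was phosphate pH 7.3 with EDTA, DTT and Tween 20. Disruption of binding lowers the polarization signal.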
USP2a inhib = qHTS Assay for Inhibitors of Ubiquitin-specific Protease USP2a. AID 927, 2007. Potency, µM (top dose mostly 38.3 µM), inactives show at the highest dose activity change, negative = inhibition, most hits filed as inhibitors. Ubiquitin carboxyl-terminal hydrolase 2 (Homo sapiens), O75604. USP2a enzymatic assay, qHTS inhibition. hit rate 0.1% among 60,000;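 also: potency is read from the fitted curve at half-maximal effect; nearly all actives have a fitted effect of over 60% in size; plate controls were DMSO for no effect and NEM full inhibition control for full effect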
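Inhibition is measured in a cell-free coupled assay with 20 nM USP2 core, 20 nM Ub-PLA2 and 20 uM NBD C6-HPC, 2.5 h incubation. Activity normalized to NEM control.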
Tau fil binding = qHTS Assay for Tau Filament Binding; Microtubule-associated protein tau (Homo sapiens), P10636; recombinant tau filaments, thioflavin S fluorescence, 15 h; filaments grown with octadecylsulfate alongside compound; hit rate 2% among 71,000; Potency, µM (titrated, usually from 57.1 µM), for the others: at the top dose activity change, negative = inhibition;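 also: potency is read from the fitted curve at half-maximal effect; % is scaled to controls: 0 for no effect and ±100 for the full control effect; actives lower thioflavin S fluorescence by blocking filaments or displacing dye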
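His-tagged recombinant human tau (exons 2, 3 and 10 included), 1 uM, was induced to fibrillize by 30 uM sodium octadecylsulfate with compound present. After 15 h at 37 C, thioflavine S fluorescence (ex 450, em 510 nm) was read.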
HEK293 cAMP ctrl = qHTS Assay for Agonists of the Thyroid Stimulating Hormone Receptor: Activators of Intracellular cAMP Concentrations in Parental HEK 293; parental HEK293 CNG cAMP sensor, membrane potential fluorescence; Potency, µM (highest dose often 57.1 µM), without a hit: at the top dose activation, usual class: activators; hit rate 2.5% among 73,000; AID 938, 2007; also: potency is read from the fitted curve at half-maximal effect; % of control where 0% means no effect; nearly all actives have a fitted effect of over 55% in size
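Parental HEK 293 cells stably expressing a modified CNG channel (no TSHR) report cAMP rise as membrane depolarization. Membrane potential dye with 100 uM RO 20-1724 was loaded for 60 min at room temperature, then compound added for 30 min; fluorescence read at 590 nm.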
Caspase-1 inhib = qHTS Assay for Allosteric/Competitive Inhibitors of Caspase-1. Caspase-1 enzyme, Ac-WEHD-AFC fluorogenic rate. Potency, µM (top dose mostly 57.5 µM), for inactives: at the highest dose activity change, negative = inhibition, actives largely listed as inhibitors. AID 900, 2007. P29466. hit rate 0.03% among 75,000;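 also: potency is read from the fitted curve at half-maximal effect; plate controls were vehicle for no effect and no substrate for full effect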
Active calls of the source: *; i = inactive; ? = inconclusive; . = no result given; [ ] = dose if it differs, or a comment. Unless noted, calls follow the shape of the dose curve; as a rule, active = well fitted curve in the direction sought with a large enough effect; inconclusive = small, poorly fitted or top-dose-only effect, or another doubt; inactive = no such curve, though single readings can be large; an effect the other way counts as inactive or inconclusive. Random draw from the library; about 16% have a hit in one of these screens.

entry	Compound	A350 fluor	Tau fil binding	Casp7 inh	Caspase-1 inhib	ERK AVP block	Luciferase inh	HEK293 cAMP ctrl	BRCT PPI red	USP2a inhib	BRCT inh green	CRE Fsk mod
1	COC(=O)c1sc(N)c(C(=O)OC)c1COC(=O)C1CC(=O)N(Cc2ccco2)C1 (stereo unspecified)	i	2%	-1%	-5%	11%	1%	2%	0.0%	25%	1.2%	?
2	COc1ccc(NC(=O)CSc2nccc(C)n2)cc1	i	-6%	-2%	1%	-12%	1%	4%	2.3%	-1%	-0.5%	-6%
3	COc1ccc(C(C(C(=O)c2ccco2)N2CCOCC2)N2CCOCC2)cc1 (stereo unspecified)	?	-3%	0%	-2%	21%	-10%	-3%	-2.1%	4%	0.6%	-6%
4	CC(=O)c1cccc(NC(=O)CN(Cc2ccccc2)S(C)(=O)=O)c1	i	-2%	-1%	3%	-5%	1%	5%	-0.5%	0%	0.6%	-17%
5	Cc1nc(-c2ccccc2O)n(S(=O)(=O)N(C)C)n1	i	-8%	0%	-2%	-9%	1%	4%	0.8%	1%	-1.0%	?
6	CCC(C)[C@H](NC(=O)NC1CC1)C(=O)O (stereo partly specified)	?	-5%	0%	0%	-4%	1%	3%	-0.3%	-9%	-1.6%	6%
7	CC1C(=O)OC2C(O)C34C5CC(C(C)(C)C)C36C(OC(=O)C6O)OC4(C(=O)O5)C12O (stereo unspecified)	.	?	1%	2%	-11%	4%	-2%	-2.8%	.	0.5%	-10%
8	COc1ccc(OCc2nnc3n2N=C(c2ccc(C)cc2)CS3)cc1	.	16%	-4%	-1%	-24%	0%	?	-1.3%	.	0.7%	?
9	Fc1ccc(CN(C2=NCCN2)c2c(Cl)cccc2Cl)cc1	i	-10%	1%	2%	27%	-2%	10%	-3.5%	-6%	-2.6%	-19%
10	COc1cc(C2NC(C(=O)O)Cc3c2[nH]c2ccccc32)cc(OC)c1OC (stereo unspecified)	.	.	1%[11.5 µM]	-2%[11.5 µM]	32%[activator][11.5 µM]	.	1%[11.4 µM]	-0.7%[15.4 µM]	.	-2.2%[15.4 µM]	.
11	O=C(NC1CCCC1)C(c1ccncc1)N(Cc1cccs1)C(=O)c1csnn1 (stereo unspecified)	i	-2%	-8%	-3%	-1%	0%	?	-0.5%	6%	-0.3%	-11%
12	N#CCCCSc1ncccc1-c1nc2ccccc2[nH]1	?	-4%	-1%	0%	-2%	-10%	6%	-0.7%	23%	0.8%	27%
13	COCC(=O)N1CCC2(CC1)CN(C(=O)Nc1ccc(OC)cc1)C2	i	-3%	0%	-1%	4%	0%[11.4 µM]	9%	-0.6%	-4%	-0.7%	3%
14	c1ccc2c(Cn3ccnc3)c[nH]c2c1	.	-3%[11.4 µM]	1%	-1%	-22%	-1%	10%[11.4 µM]	-1.2%	1%[7.66 µM]	-2.9%	?
15	Clc1ccccc1-c1nccc(NCCN2CCOCC2)n1	i	-12%	-2%	1%	-25%	1%[2.29 µM]	20%	0.9%	14%	0.6%	11%

Reprinted from the entries so far for reference:
entry	Compound	A350 fluor	Tau fil binding	Casp7 inh	Caspase-1 inhib	ERK AVP block	Luciferase inh	HEK293 cAMP ctrl	BRCT PPI red	USP2a inhib	BRCT inh green	CRE Fsk mod
1	COC(=O)c1sc(N)c(C(=O)OC)c1COC(=O)C1CC(=O)N(Cc2ccco2)C1 (stereo unspecified)	i	2%	-1%	-5%	11%	1%	2%	0.0%	25%	1.2%	?
2	COc1ccc(NC(=O)CSc2nccc(C)n2)cc1	i	-6%	-2%	1%	-12%	1%	4%	2.3%	-1%	-0.5%	-6%

Remaining list, next part:
entry	Compound	A350 fluor	Tau fil binding	Casp7 inh	Caspase-1 inhib	ERK AVP block	Luciferase inh	HEK293 cAMP ctrl	BRCT PPI red	USP2a inhib	BRCT inh green	CRE Fsk mod
16	C[C@H](C(=O)O)c1n[nH]c(=O)c2ccccc12	i	0%	2%	0%	1%	4%	10%	-0.3%	-4%	-3.0%	24%
17	O=C(COc1ccccc1)N1CCN(c2ncnc3c2cnn3-c2ccccc2)CC1	i	20%	1%	-2%	25µM*	0%	9%	-0.9%	.	-0.7%	1%
18	O=C(O)C1(Nc2ccc(Cl)cc2)CCCC1	i	-2%[11.4 µM]	-1%[11.5 µM]	-1%[11.5 µM]	12%[11.5 µM]	4%[11.4 µM]	4%[11.4 µM]	-0.5%[15.4 µM]	.	-3.2%[15.4 µM]	-5%[7.6 µM]
19	CSc1nc(C)cc(Nc2ccc(O)c(CN3CCCCC3)c2)n1	i	-6%[11.4 µM]	-1%[11.5 µM]	0%[11.5 µM]	-4%[11.5 µM]	3%[11.4 µM]	-1%[11.4 µM]	-1.6%[15.4 µM]	.	-2.0%[15.4 µM]	1%[7.6 µM]
20	O=C(c1noc2c1CCCC2)N1CCN(c2ccccc2)CC1	i	-3%	-2%	0%	-5%	0%	5%	-0.1%	11%	-2.6%	-2%
21	CC1CC(C(F)(F)C(F)(F)F)n2nc(C(=O)O)cc2N1 (stereo unspecified)	i	7%	-1%	-1%	-30%	3%	2%	-1.6%	-3%	-0.9%	-6%
22	CS/C(=N\S(=O)(=O)c1ccc(N)cc1)NS(=O)(=O)c1cccs1	i	-2%	-3%	-1%	2%	-2%	3%	0.9%	-10%	2.6%	-7%
23	Cc1ccc(SC/C(O)=C(\C#N)c2nc3ccccc3s2)cc1	?	34%	-2%	1%	-9%	-2%	?	0.0%	3%	-1.5%	3%
24	COc1ccc(-c2c(C)nn3c(N4CCC(C(=O)NCCN(C)C)CC4)cc(C)nc23)cc1OC	i	-24%	-11%	-2%	6%	2%	-4%	0.0%	4%	-1.7%	22%
25	CS(=O)(=O)N(CC(=O)Nc1ccc2c(c1)OCO2)Cc1ccccc1	i	-14%	1%	-1%	-4%	-1%	8%	0.0%	8%	-2.7%	-10%
26	O=C(CN1CCN(C(=O)c2cccc(F)c2)CC1)NC1CCCCC1	?	3%	10%	1%	5%	1%	5%	-2.0%	2%	-2.6%	-14%
27	COCCCNC(=O)C1CCCCN1S(=O)(=O)c1ccc(F)cc1 (stereo unspecified)	i	-16%	1%	0%	-12%	1%	6%	-0.3%	1%	-1.4%	4%
28	Cc1ccc(/C=N/n2cnc3sc4c(c3c2=O)CCCC4)o1	.	40%	-2%	-5%	-13%	-5%	4%	-0.8%	11%	2.4%	0%
29	CC(=O)Nn1c(COc2ccccc2C)nc2ccccc2c1=O	i	-3%	-1%	-1%	0%	0%	2%	-0.6%	7%	-2.5%	-6%
30	COc1ccc(C(=O)NCc2n[nH]c(=S)n2-c2ccccc2)cc1OC	i	5%	0%	-1%	-17%	0%	0%	-0.7%	5%	2.0%	-3%
31	Cn1c(=O)c2c(-c3ccccc3)n(C3CCCCC3)cc2n(C)c1=O	.	.	2%	-2%	.	.	-3%	0.8%	.	-2.2%	.
32	CC(=O)c1cc(C)ccc1OC(=O)c1cccc2nc(C)oc12	?	0%	0%	0%	10%	-4%	15%	-2.1%	4%	1.9%	?
33	COC(=O)CC1Sc2ccccc2NC1=O (stereo unspecified)	i	8%	0%	-1%	-10%	3%	1%	-0.7%	-2%	-4.5%	-2%
34	CCOC(=O)N1CCC(NC(=O)c2cc3c(-c4ccccc4F)nn(C)c3s2)CC1	.	i	-6%	-3%	5µM*	-2%	0%	-1.4%	.	2.0%	15%
35	C#C[C@@]1(O)CC[C@@H]2[C@@H]3CCC4=C(CCC(=O)C4)[C@H]3CC[C@]21C	8.1e-08M*	4%[25.6 µM]	-1%[25.7 µM]	-3%[25.7 µM]	?	1%[25.5 µM]	?	-0.1%[34.4 µM]	-3%[17.1 µM]	1.5%[34.4 µM]	10%[17.1 µM]

Screening data (PubChem)
